BaF3 parental: reduces parental Ba/F3 cell viability, JAK2V617F counter-screen; CellTiter-Glo ATP luminescence; inhibition, % at 5.6 µM; hit rate 1.1% among 220,000; AID 1486;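 active = inhibition above a per-campaign cutoff, the mean inhibition of all tested compounds plus 3 SD, cut at about 27% in these data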;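 note: 0% = DMSO wells and 100% = JAK Inhibitor I control wells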
zfTRPN1 agonist: agonists of zebrafish TRPN1 channel. HEK293 zebrafish TRPN1-YFP, Fluo-8 calcium fluorescence; 100% = response to 87 µM carbachol. hit rate 0.18% among 220,000. AID 1424. activation, % at 3 µM;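 active = activation above its plate's cutoff, the mean activation of test wells on that plate plus 3 SD, cut at about 19% in these data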;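 note: 0% = DMSO alone and 100% = 87 µM carbachol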
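Control set: carbachol 87 µM as high control, DMSO as low control; system: HEK293 stable line with zebrafish TRPN1-YFP; read-out: % activation versus carbachol response; detection: intracellular calcium fluorescence with Fluo-8; doses: single test compound dose, 3 µM nominal, 0.3% DMSO; schedule: dye 1 h 37 °C plus 30 min RT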
EP2 mod: modulators of human EP2 prostaglandin E2 receptor | hit rate 0.83% among 260,000 | AID 940 | EP2-expressing cells, cAMP HTRF FRET, PGE2 co-stimulation | induction, % at 25 µM;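 active = compounds whose cAMP rise, as percent of the full-agonist control response, exceeds 60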;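 note: rat C6 glioma line stably carrying human EP2 under a CMV promoter; the protocol text gives 20 µM as final concentration; 100% = response of wells given 1 µM PGE2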
Target sequence (P43116 whole entry, looked up): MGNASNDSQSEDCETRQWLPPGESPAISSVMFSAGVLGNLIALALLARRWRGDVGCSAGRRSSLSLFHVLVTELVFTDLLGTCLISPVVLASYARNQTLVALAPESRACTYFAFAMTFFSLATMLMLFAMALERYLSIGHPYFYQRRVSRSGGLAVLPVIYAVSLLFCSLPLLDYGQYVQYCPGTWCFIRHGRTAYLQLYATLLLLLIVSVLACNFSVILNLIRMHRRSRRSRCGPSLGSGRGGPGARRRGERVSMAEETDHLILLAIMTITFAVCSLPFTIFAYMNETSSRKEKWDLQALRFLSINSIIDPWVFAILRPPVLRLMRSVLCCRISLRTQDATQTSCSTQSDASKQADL
PERK inhibitor: inhibitors of human PERK kinase; Q9NZJ5; hit rate 0.17% among 220,000; inhibition, % at 5.6 µM; AID 1416; CHO PERK-DD fusion, SEAP luminescence translation reporter;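 active = inhibition above the mean inhibition of all tested compounds plus 3 SD, set separately per screening campaign, cut at about 2.9% in these data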;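 note: PERK kinase domain activated by AP20187 dimerizer at 100 nM; 0% = DMSO with dimerizer and 100% = rapamycin at 8.4 µM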
Ba/F3 V617F tox: reduce viability of Ba/F3 cells dependent on JAK2V617F. inhibition, % at 5.6 µM. Ba/F3 EpoR-JAK2V617F viability, ATP luminescence. hit rate 1.1% among 220,000;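 active = inhibition above the campaign mean plus 3 SD over all tested compounds, cut at about 24% in these data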;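 note: cytokine-independent growth of Ba/F3 cells driven by EpoR plus mutant JAK2; 0% = DMSO-treated cells and 100% = JAK inhibitor I control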
S1P4 agonist: human S1P4 receptor agonism | AID 1509 | hit rate 0.35% among 220,000 | activation, % at 4.98 µM | S1P4-expressing cell line, agonist reporter assay | O95977; in the data active = activation above about 11%;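 note: 0% = DMSO vehicle and 100% = reference agonist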
Target sequence (O95977 whole entry, looked up): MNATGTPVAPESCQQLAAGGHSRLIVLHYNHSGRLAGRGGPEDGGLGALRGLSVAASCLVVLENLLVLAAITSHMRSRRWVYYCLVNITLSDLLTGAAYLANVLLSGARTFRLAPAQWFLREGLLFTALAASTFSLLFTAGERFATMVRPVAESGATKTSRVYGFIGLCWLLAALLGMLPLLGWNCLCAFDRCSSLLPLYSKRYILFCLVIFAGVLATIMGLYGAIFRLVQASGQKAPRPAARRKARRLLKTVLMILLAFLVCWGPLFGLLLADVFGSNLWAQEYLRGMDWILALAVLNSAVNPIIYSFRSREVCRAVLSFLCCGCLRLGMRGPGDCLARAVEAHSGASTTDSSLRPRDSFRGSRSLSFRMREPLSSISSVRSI
S1P4 antagonist: human S1P4 receptor antagonism; O95977; S1P4-expressing cells, antagonist mode, reporter read-out; inhibition, % at 4.98 µM; hit rate 0.26% among 220,000; AID 1510; in the data active = inhibition above about 29%;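 note: 0% = wells stimulated with agonist and 100% = vehicle wells without agonist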
TRPML3 ag: activates the human TRPML3 channel. Q8TDD5. hit rate 0.29% among 220,000. HEK293 TRPML3-YFP, Fluo-8 calcium fluorescence; 100% = the carbachol control signal. activation, % at 3 µM;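 active = activation above its plate's cutoff, the mean activation of the plate's test wells plus 3 SD, cut at about 12% in these data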;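 note: 0% = DMSO only wells and 100% = carbachol wells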
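Material: TRPML3-YFP stable HEK293 cells | Dosing: One concentration, 3 µM nominal, 0.3% DMSO | Timing: 125 s total fluorescence read per well | Technique: Fluo-8 calcium dye fluorescence, ex 470-495, em 515-575 nm | Measure: Percent activation from peak-to-basal fluorescence ratio, scaled between DMSO and carbachol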
Calpain2 inh: calpain II (pig) inhibition | purified calpain II, fluorogenic peptide substrate, 30 min | inhibition, % at 16 µM | hit rate 0.37% among 220,000 | AID 1236;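 active = inhibition above about 50%, limit read from the data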
* hit, by the source's call; . = not tested or not shown.

SMILES | BaF3 parental | zfTRPN1 agonist | EP2 mod | PERK inhibitor | Ba/F3 V617F tox | S1P4 agonist | S1P4 antagonist | TRPML3 ag | Calpain2 inh
Cc1ccc(-n2nc(C)c3c2OC(N)=C(C#N)C3c2ccco2)cc1 (stereo not given) | 5 | 0.5 | 16 | 0.3 | -2 | -0.7 | -7 | 0.4 | 23
COC(=O)/C=C(\C)N=Nc1c(O)[nH]c2ccccc12 | 1 | -0.4 | 0 | -0.6 | 3 | -0.8 | 5 | -1.8 | 14
COc1cc(/C=N/NC(=O)CCC(=O)Nc2ccc(C)cc2)ccc1O | -2 | -2.6 | -72 | 1.0 | -3 | -2.2 | -3 | -0.6 | 7
CC(C)(C)NC(=O)COc1ccc(CNCCc2ccccc2)cc1 | 5 | 0.5 | -8 | -0.3 | -3 | 1.4 | -7 | 0.4 | -19
O=C(CN1C(=O)NC2NC(=O)NC21)NN=C1CCCC1 (stereo not given) | 5 | 0.8 | 34 | -0.1 | -1 | -1.1 | -15 | 0.6 | -6
CN(c1ccc(C(=O)NCCc2ccccc2)cc1)S(C)(=O)=O | 10 | 1.3 | -3 | -0.5 | 0 | 1.9 | -5 | 1.3 | 12
COc1cccc(-c2csc(N3CCN(C(=S)Nc4ccccc4Cl)CC3)n2)c1 | -3 | -2.5 | -45 | -0.9 | -1 | -0.6 | -17 | -0.4 | 0
COc1ccc(Nc2ccc(C(=O)O)cc2[N+](=O)[O-])cc1 | 3 | -0.1 | 0 | 0.6 | -2 | 0.6 | -18 | 0.5 | 7
O=C(c1cc2ncc(CCCl)cn2n1)N1CCCCCC1 | 1 | 0.4 | 8 | 0.7 | -4 | 0.3 | -6 | 0.4 | -13
O=C(NCCCn1ccnc1)C(=O)NCC(c1cccnc1)N1CCN(c2ccccc2)CC1 (stereo not given) | 2 | -0.8 | 5 | 0.0 | 0 | 0.8 | -6 | 1.1 | 15
COc1cccc(CN2CCC(N(CCc3ccccc3)Cc3ccccc3)CC2)c1OC | 3 | -1.9 | 4 | -0.7 | -4 | -1.4 | 2 | 0.3 | 31
CCOC(=O)c1ccc(NC(=O)CC2C(=O)N(c3ccc(F)cc3)C(=O)N2CCCOC)cc1 (stereo not given) | 3 | 0.9 | 1 | -0.8 | 0 | -0.1 | -12 | 1.0 | -10
CC(C)c1ccc(C2=NN(c3ccccc3)C(=O)CC2)cc1 | 9 | -1.5 | 23 | 0.5 | 2 | 0.8 | -11 | -0.8 | 26
CCOC(=O)CSc1nnc(CNC(=O)c2cccc(C)c2)n1C | 0 | -0.3 | 3 | 2.0 | -5 | -1.2 | 9 | -0.2 | -18
CN(C)S(=O)(=O)Oc1ccsc1C(=O)Nc1ccc(Br)cc1 | 5 | -0.6 | -42 | -0.5 | 1 | 1.6 | -9 | 0.4 | -11
Cc1nc(SCC(=O)NC(=O)NC(C)C)nc(C)c1C | 2 | 1.2 | 11 | 0.5 | 4 | -1.4 | 2 | 0.0 | 15
O=C1NC(=O)C2C1C(c1ccccc1)N1C3C(=O)NC(=O)C3C(c3ccccc3)N21 (stereo not given) | 6 | -0.4 | 23 | 0.3 | 1 | 1.6 | 0 | 0.8 | -3
CCCCOc1ccc(C(=O)N2CC(C)OC(C)C2)cc1 (stereo not given) | 4 | -0.1 | -8 | 0.5 | -1 | 0.2 | -18 | 0.7 | -4
Cc1[nH]c2ccccc2c1CCN(Cc1cccnc1)C(=S)Nc1ccc(F)cc1 | 24 | 1.7 | -34 | -0.2 | 18 | 1.1 | 3 | 0.8 | 64*
CCCCN(C)CCNC(=O)c1c[nH]c2ccc(S(=O)(=O)N(CC)CC)cc2c1=O | 4 | 1.4 | 19 | 0.8 | 0 | 0.2 | 6 | 0.6 | -54
C=CCn1c(SCc2n[nH]c(=S)n2-c2ccccc2)nnc1-c1ccccc1 | 2 | -0.8 | -4 | 1.3 | 1 | 0.4 | 14 | 0.5 | -11
Cc1ccc(NC(=S)N(Cc2ccco2)C2CCN(C(C)C)CC2)cc1 | 1 | 0.8 | -19 | 0.2 | -2 | -0.7 | -15 | 0.3 | -1
Cc1cc(C)c2c(c1)/C(=N/NC(=O)c1ccc(O)cc1)CCC2 | 1 | 1.9 | -12 | -0.3 | 4 | 1.6 | -9 | 0.2 | 38
Cc1ccc(C2Nc3ccc4ccccc4c3C3=C2C(=O)CC(C)(C)C3)o1 (stereo not given) | 7 | 0.5 | 0 | -1.3 | 2 | 2.7 | -7 | -0.5 | -165
Cc1cccc(C)c1NC(=O)NCCSc1snnc1C | 3 | -0.3 | 10 | 0.7 | -1 | -1.5 | -8 | 0.9 | -2
O=C(CSc1ccc(Cl)cc1)Nc1ccccc1Oc1ccccc1 | 6 | 0.4 | 48 | 0.5 | 3 | 1.4 | -13 | 1.1 | 6
COc1ccc(C)cc1S(=O)(=O)NCCC1=CCCCC1 | 9 | -0.2 | 23 | 0.0 | 3 | -1.1 | 6 | 2.4 | 16
Cc1ccc(C(=O)N2C3C=CC(C3)C2(C(F)(F)F)C(F)(F)F)cc1 (stereo not given) | -2 | 0.8 | -13 | -0.1 | 0 | 0.2 | 7 | 1.8 | -3
CCOCCCNC(=O)C(Cc1ccccc1)NS(=O)(=O)c1cccc2nsnc12 (stereo not given) | 8 | -1.9 | 8 | 0.5 | 0 | 2.1 | -1 | 0.4 | -34
Cn1nc(-c2ccc(Cl)cc2)cc1NC(=O)CCCC(=O)O | -2 | 2.4 | -14 | 1.0 | -2 | 1.7 | -7 | 0.2 | -19
CC(C)CNc1nc(NC(C)(C)C)nc(Oc2ccc(=O)[nH]n2)n1 | 3 | 0.7 | 5 | -0.6 | 2 | -2.1 | 7 | 0.7 | 25
CCOc1ccc(S(=O)(=O)NCc2ccccn2)cc1 | 5 | -1.4 | 7 | 0.1 | -1 | 2.2 | -8 | 1.1 | -21
Cc1ccc(N2C(=O)NC3(CCCCC3)C2=O)cc1 | 2 | -0.2 | 6 | 0.5 | -3 | 1.5 | -42 | 0.5 | -15
O=C(N/N=C/c1ccccc1[N+](=O)[O-])C(=O)N1CCCC1 | 4 | 1.4 | 28 | 1.1 | -3 | 3.0 | 6 | -0.3 | 3
COc1ccccc1CNC(=O)C1CCCN(S(=O)(=O)c2cnc[nH]2)C1 (stereo not given) | 0 | -0.8 | 10 | 0.2 | -4 | 1.6 | -10 | 0.1 | -26
O=C(Cc1ccccc1)NNC(=S)NC(=O)c1cccs1 | -1 | 3.6 | 4 | 2.7 | -3 | 1.3 | -6 | 3.5 | -5

Single records (already shown). Values in the order: BaF3 parental, zfTRPN1 agonist, EP2 mod, PERK inhibitor, Ba/F3 V617F tox, S1P4 agonist, S1P4 antagonist, TRPML3 ag, Calpain2 inh
O=C(CSc1ccc(Cl)cc1)Nc1ccccc1Oc1ccccc1 in the list: 6, 0.4, 48, 0.5, 3, 1.4, -13, 1.1, 6
O=C(N/N=C/c1ccccc1[N+](=O)[O-])C(=O)N1CCCC1 in the list: 4, 1.4, 28, 1.1, -3, 3.0, 6, -0.3, 3

The results go on.
SMILES | BaF3 parental | zfTRPN1 agonist | EP2 mod | PERK inhibitor | Ba/F3 V617F tox | S1P4 agonist | S1P4 antagonist | TRPML3 ag | Calpain2 inh
Cc1c(C(=O)NC(=S)Nc2ccccc2N2CCCC2)cccc1[N+](=O)[O-] | 6 | -0.8 | 16 | -0.2 | -5 | -0.8 | -7 | -0.2 | 3
CCN(CC)S(=O)(=O)c1ccc(Oc2ccccc2)cc1 | 1 | -1.1 | 14 | 0.5 | -3 | -0.9 | -16 | 0.9 | 16
O=[N+]([O-])c1cccc2c3c([nH]c12)CCCC3 | 0 | -1.9 | 19 | 0.2 | 0 | 0.9 | 11 | 0.1 | -2
CCOc1ccc(C(C)(N)C(=O)O)cc1 (stereo not given) | 3 | -0.1 | 24 | -0.8 | 1 | 1.7 | 7 | 0.5 | -11
CCN(CC)S(=O)(=O)c1ccc(N2C(=O)CC2(/C=C/c2ccccc2)C(=O)NC2CCCC2)cc1 (stereo not given) | -2 | 0.7 | 10 | 0.8 | -4 | 0.6 | -5 | 0.4 | 7
O=C(N/N=C/c1ccc(OCc2ccccc2)cc1)c1cccs1 | -1 | -1.4 | -3 | 0.4 | -2 | -0.9 | -9 | -0.3 | -87
N#Cc1ccc(C(=O)OCC(=O)Nc2ccc(S(N)(=O)=O)cc2)cc1 | -7 | 1.9 | 20 | 0.4 | -3 | -0.9 | -1 | 1.0 | -29
O=C(CN1C(=O)c2ccccc2S1(=O)=O)N1CCN(c2cccc(Cl)c2)CC1 | 1 | 1.2 | . | -0.2 | -3 | -0.5 | -32 | 0.9 | .
O=C(CCCOc1ccccc1)N1CCCCC1 | 5 | -0.2 | 1 | 0.5 | 2 | -1.7 | 4 | 0.7 | 5
O=C(NCc1ccccn1)C(F)(F)C(F)(F)C(=O)NCc1ccccn1 | 2 | -1.0 | -31 | 0.9 | -3 | -1.0 | 1 | 0.3 | 27
CC(C)C(NC(=O)c1ccccc1F)C(=O)Nc1nccs1 (stereo not given) | 3 | 0.4 | 24 | 0.1 | -4 | -0.6 | -8 | 0.9 | -22
Cc1ccc(C(=O)CCC(=O)Nc2ccc(Cl)c(S(=O)(=O)Nc3cccc(Cl)c3)c2)cc1 | 8 | 0.3 | -53 | 0.5 | 3 | 1.6 | -2 | 0.3 | 34
COCCN(C(=O)CSc1nncn1-c1ccccc1)c1c(N)n(Cc2ccccc2)c(=O)[nH]c1=O | 2 | -0.1 | 9 | 0.9 | -2 | -0.9 | -2 | 0.8 | -6
CC(C)(C)NC(=O)NC(=O)CN1CCN(c2ccc(O)cc2)CC1 | 8 | -0.2 | -18 | 1.5 | 1 | 2.4 | -22 | 0.5 | 74*
CC(NC(=S)NCCCN1CCOCC1)C12CC3CC(CC(C3)C1)C2 (stereo not given) | 8 | 1.3 | -35 | -0.5 | 5 | -0.9 | 1 | 1.0 | 17
Cc1cccn2c(=O)c(/C=N/O)c(N3CCOCC3)nc12 | 3 | 0.3 | 29 | 1.2 | -2 | 1.0 | -13 | 0.5 | -17
CCN(CC)S(=O)(=O)c1ccc(C(=O)OC2CCCCC2CN(C)C)cc1 (stereo not given) | -2 | 0.2 | 6 | -0.3 | -1 | 1.1 | -1 | 0.5 | 4
CCCC(c1nnnn1CS(=O)(=O)c1ccc(C)cc1)N1CCN(CC)CC1 (stereo not given) | 7 | -0.6 | -13 | -0.6 | 5 | 1.7 | 12 | 1.1 | 18
COC(=O)c1c(NC(=O)c2ccccc2N(C)S(=O)(=O)c2ccccc2)sc2c1CCCC2 | 5 | -0.6 | 54 | 0.5 | -2 | -0.5 | -14 | 1.0 | -170
CC(C)(C)c1ccc(OCC(=O)OCCNC(=O)c2cccnc2)cc1 | 2 | 1.6 | 20 | 0.9 | -4 | 0.1 | -3 | -0.2 | -14
CC(=O)N1N=C(c2ccncc2)CC1c1ccccc1O (stereo not given) | 9 | 1.7 | 20 | 0.1 | 0 | 2.7 | 1 | 1.2 | -9

Part of the list above, reformatted.
compound	BaF3 parental	zfTRPN1 agonist	EP2 mod	PERK inhibitor	Ba/F3 V617F tox	S1P4 agonist	S1P4 antagonist	TRPML3 ag	Calpain2 inh
COC(=O)c1c(NC(=O)c2ccccc2N(C)S(=O)(=O)c2ccccc2)sc2c1CCCC2	5	-0.6	54	0.5	-2	-0.5	-14	1.0	-170
CC(C)(C)NC(=O)NC(=O)CN1CCN(c2ccc(O)cc2)CC1	8	-0.2	-18	1.5	1	2.4	-22	0.5	74*
